Compound activity from PubChem BioAssay.
p97 inhibitor – inhibitors of human p97 ATPase, primary screen, biochemical | recombinant p97 ATPase, Kinase-Glo ATP luminescence, 3 h | inhibition, % at 8 µM | 0.42% of 220,000 active | AID 1481, 2009; in the data active = inhibition above about 15%;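 note: 0% = DMSO vehicle and 100% = wells lacking enzyme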
Target sequence (P55072 whole entry, looked up): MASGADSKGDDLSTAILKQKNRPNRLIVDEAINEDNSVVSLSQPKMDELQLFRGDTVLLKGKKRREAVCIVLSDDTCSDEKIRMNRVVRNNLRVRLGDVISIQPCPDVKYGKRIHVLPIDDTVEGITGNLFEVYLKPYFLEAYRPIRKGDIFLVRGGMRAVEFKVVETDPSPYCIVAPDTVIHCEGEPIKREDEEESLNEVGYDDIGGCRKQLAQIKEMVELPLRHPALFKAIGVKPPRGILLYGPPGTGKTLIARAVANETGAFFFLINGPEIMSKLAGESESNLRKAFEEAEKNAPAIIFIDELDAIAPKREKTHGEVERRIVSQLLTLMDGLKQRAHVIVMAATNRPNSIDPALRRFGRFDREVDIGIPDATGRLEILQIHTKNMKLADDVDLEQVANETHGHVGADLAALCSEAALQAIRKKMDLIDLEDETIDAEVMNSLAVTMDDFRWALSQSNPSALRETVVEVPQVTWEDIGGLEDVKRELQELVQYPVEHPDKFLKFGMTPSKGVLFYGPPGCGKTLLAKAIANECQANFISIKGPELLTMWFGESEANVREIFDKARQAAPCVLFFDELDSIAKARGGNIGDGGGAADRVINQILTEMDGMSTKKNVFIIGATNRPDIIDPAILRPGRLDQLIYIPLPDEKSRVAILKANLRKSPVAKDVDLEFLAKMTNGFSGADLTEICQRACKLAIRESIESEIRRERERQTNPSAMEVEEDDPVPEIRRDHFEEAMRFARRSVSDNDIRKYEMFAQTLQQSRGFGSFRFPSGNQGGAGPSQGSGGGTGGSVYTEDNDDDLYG
Furin inh – human furin inhibitors, primary screen, biochemical, fluorescence intensity. 0.061% of 220,000 active. inhibition, % at 30 µM. AID 463115, 2010. purified furin, fluorogenic substrate cleavage. P09958; in the data active = inhibition above about 25%; note: inactives centre near -15
PPC-1+TRAIL kill – compounds killing PPC-1 cancer cells with TRAIL present, primary screen, TRAIL potentiator project, ATPLite luminescence, uHTS; cell killing (% activity), % at 4 µM; AID 1443, 2008; 0.41% of 220,000 active; PPC-1 cells + TRAIL, ATPLite viability luminescence;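 active = cell killing above 50% in the first pass at 4 µM, then a duplicate retest at 5 µM averaging 50% or more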;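 note: plate controls were cells with TRAIL plus DMSO for no effect and medium-only wells lacking cells for full effect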
Ba/F3 V617F tox – reduced viability of JAK2V617F-dependent Ba/F3 cells, primary screen, JAK2V617F inhibitor project, cell-based, Ba/F3 EpoR-JAK2V617F, luminescence; ATP luminescence; inhibition, % at 5.6 µM; 1.1% of 220,000 active; AID 1446, 2008;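 active = inhibition above the campaign mean plus 3 SD over all tested compounds, cut at about 24% in these data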;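 note: cytokine-independent growth of Ba/F3 cells driven by EpoR plus mutant JAK2; 0% = DMSO-treated cells and 100% = JAK inhibitor I control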
p47phox inh – p47phox/p22phox peptide binding inhibitors, primary screen, biochemical, uHTS, NADPH oxidase regulatory subunit. AID 1274, 2008. fluorescence polarization, 2 h. 0.53% of 220,000 active. inhibition, % at 24.7 µM. Neutrophil cytosol factor 1 (Homo sapiens), P14598;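 active = inhibition above about 30%, limit read from the data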;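 note: 0% = p47phox with labelled peptide and 100% = labelled peptide alone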
PGE2 EP2 inh – human EP2 receptor antagonists, primary screen, TR-FRET cAMP, C6 glioma cells | AID 1422, 2008 | 0.52% of 260,000 active | C6 glioma cells expressing human EP2; cells stimulated with saturating PGE2 | inhibition, % at 25 µM;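 active = percent inhibition above 40 after rounding to a whole number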;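 note: rat C6 glioma host cells with rolipram phosphodiesterase inhibitor present; the protocol text gives 20 µM as final concentration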
BaF3 parental – parental Ba/F3 cell viability inhibition, counter-screen for JAK2V617F inhibitor project, murine pro-B, CellTiter-Glo luminescence. CellTiter-Glo ATP luminescence. inhibition, % at 5.6 µM. 1.1% of 220,000 active. AID 1486, 2009;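 active = inhibition above a per-campaign cutoff, the mean inhibition of all tested compounds plus 3 SD, cut at about 27% in these data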;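 note: 0% = DMSO wells and 100% = JAK Inhibitor I control wells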
RBBP9 inh – human RBBP9 inhibitors, primary screen, biochemical, fluorescence polarization, FP-Rh probe, HTS | Serine hydrolase RBBP9 (Homo sapiens), O75884 | recombinant RBBP9 | inhibition, % at 7.94 µM | 0.2% of 220,000 active | AID 1515, 2009;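 active = inhibition above the campaign mean of all tested compounds plus 3 SD, cut at about 14% in these data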;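 note: plate controls were DMSO wells with RBBP9 for no effect and wells lacking RBBP9 protein for full effect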
Target sequence (O75884 whole entry, looked up): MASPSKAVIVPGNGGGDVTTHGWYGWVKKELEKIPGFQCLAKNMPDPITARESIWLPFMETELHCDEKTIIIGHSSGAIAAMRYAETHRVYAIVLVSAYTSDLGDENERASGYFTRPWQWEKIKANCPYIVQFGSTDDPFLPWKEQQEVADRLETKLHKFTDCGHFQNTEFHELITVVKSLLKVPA
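system = RBBP9 protein | input = RBBP9 at 2.5 µM in dispensed solution, before mixing | measured by = fluorescence polarization (mP), excitation 525 nm, emission 598 nm | incubation = enzyme-compound preincubation 30 min, then probe labeling 45 min, 25 °C | buffer or medium = Tris-NaCl-Pluronic buffer, pH 8.0 | compound = single dose 7.94 µM | also added = FP-Rh probe, 375 nM dispensing solution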
Tb hexokinase – Trypanosoma brucei hexokinase 1 inhibitors, primary screen, biochemical, G6PDH-coupled NADH absorbance, MLSCN library | hexokinase 1 [Trypanosoma brucei] | recombinant TbHK1, G6PDH-coupled NADH A340 | inhibition, % at 10 µM | 0.11% of 220,000 active | AID 1430, 2008;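 active = inhibition of 50% or more in the single-dose primary screen; inactive = inhibition below 50%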
* = called active by the depositor; · = not tested or not shown; & = joins results of further samples; [ ] = remark or other dose. These rows are one share of the data. The share of hits here may be higher or lower than overall.

structure	p97 inhibitor	Furin inh	PPC-1+TRAIL kill	Ba/F3 V617F tox	p47phox inh	PGE2 EP2 inh	BaF3 parental	RBBP9 inh	Tb hexokinase
Cn1nc(OC(=O)Nc2ccc(Cl)cc2)cc1C(F)(F)F	-5	-3[20 µM]	0	3	1	13	7	-4	0
Cc1cc(=O)oc2cc(OCc3cc4c(cc3Cl)OCO4)ccc12	-2	-8[20 µM]	10	3	-5	17	2	-4	-2
CC(C)N(Cc1nc(-c2ccccc2)no1)C(=O)CCCN1C(=O)c2ccccc2C1=O	-5	-14[20 µM]	13	-1	6	15	3	-2	-9
Cc1cc(C)cc(Nc2nc3c(S(=O)(=O)c4ccccc4)nnn3c3ccccc23)c1	2	-52	10	0	34*	11	3	-9	8
COC(=O)c1cc[n+](CC(=O)c2ccccc2)cc1	-1	-9[20 µM]	-9	2	-8	18	4	1	4
O=P(c1ccccc1)(c1ccccc1)C(c1ccccn1)P(=O)(c1ccccc1)c1ccccc1	0	-13	-30	0	-6	2	-7	6	-11
COC(=O)c1ccc(NC(=S)NC(=O)c2cc(-c3ccccc3)nc3ccccc23)cc1	2	-11[20 µM]	34	-7	-13	·	-2	-5	-29
CCN1C(=O)c2cccc3c(NC(=O)c4ccc5c(c4)OCCO5)ccc1c23	-6	-10	13	5	-12	29	11	-7	1
Cc1cc(C)c2c(c1)-c1c(ssc1=S)C(C)(C)N2C(=O)CN1C(=O)c2ccccc2C1=O	1	8	43	-2	-15	2	6	-11	22
Cc1ccc(C(=O)Oc2oc(-c3ccco3)nc2C=Nc2ccccc2)cc1	-1	-23[20 µM]	22	-1	-5	17	4	-2	0
Cc1ccc(S(=O)(=O)N2c3ccccc3OCC2C(C)(C)C)cc1 (stereo not given)	-8	-7[20 µM]	-3	-2	-5	5	10	-13	-1
O=C(Nc1ccc(-c2nc3ccccc3[nH]2)cc1)c1ccc(N2C(=O)CCC2=O)cc1	6	-3	24	-2	-4	6	6	3	-14
COC(=O)c1nc2n(n1)C(c1ccc(OC)c(OC)c1OC)C1=C(CCCC1=O)N2 (stereo not given)	1	-7	15[5 µM]	1	2	6	1	-10	-17
O=C(NCc1ccc(-c2nc3ccccc3s2)cc1)c1cc2ccccc2o1	-6	-11	5	4	-3	6	7	3	0
O=C(CCc1nc(-c2cccs2)no1)NCc1ccc(F)cc1Cl	1	-18	5	-2	5	8	11	-8	-1
CCOCCCNC(=O)c1c[nH]c2ccc(OCC)cc2c1=O	-2	-16	30	-1	7	12	1	-1	-27
COC(=O)c1nc2n(n1)C(c1ccccc1OC)C1=C(CCCC1=O)N2 (stereo not given)	0	-22	19	3	-6	11	5	-10	-15
CCOC(=O)C1=C(Nc2ccc(C)cc2)CC(C)(O)C(C(=O)OCC)C1c1ccccc1 (stereo not given)	2	-12	3	-1	-12	7	2	-3	1
CCc1nnc(NS(=O)(=O)c2ccc(NC(=S)NC(=O)c3cccs3)cc2)s1	2	-19	8	1	-20	27	5	-2	-8
CCCn1c(=O)c(C(=O)NCc2ccccn2)c(O)c2ccccc21	-5	-17[20 µM]	20	1	-12	18	8	-1	-3
CCc1ccc(NC(=S)N(CCCN2CCOCC2)Cc2ccco2)cc1	7	-28	-2	-4	-2	1	3	-4	-5
CCC(c1nnc(SCC(=O)N2CC(=O)Nc3ccccc32)n1Cc1ccccc1)N(C)C (stereo not given)	6	-20	7	1	2	8	0	-4	-3
Cc1nn(-c2ccc(F)cc2)c(Cl)c1/C=N/NC(=O)c1cccs1	7	-24	-4	0	-19	1	9	-7	1
COc1cccc(N(CC(=O)N2CCc3ccccc3C2)S(C)(=O)=O)c1	-1	-21[20 µM]	19	-2	-6	3	3	3	-6
COC(C[C@H](O)C[C@H](O)COCc1ccccc1)OC	·	-1	17	·	-10	11	·	·	-1
O=C1Cc2ccccc2Sc2ccccc21	-1	-12[20 µM]	9	4	-12	16	4	-4	6
CCN(CC)C(=O)Oc1nnc(SC(C)C)n1-c1ccc(Cl)cc1	3	-6	12	-5	-1	5	2	-3	-6
CCOC(=O)CN(C(=O)Cn1nnc(-c2ccc(OC)cc2)n1)C(C(=O)NC1CCCC1)c1ccc(F)cc1 (stereo not given)	1	-25[20 µM]	-14	-2	5	8	1	-8	5
CC(C)NC(=O)NC1C2CC3CC(C2)CC1C3 (stereo not given)	0	-21	-5	0	-8	19	2	-6	-1
Cc1c(NC(=O)CN2C(=O)C(=O)c3ccccc32)c(=O)n(-c2ccccc2)n1C	5	-28	20	-2	6	4	4	-7	-2
COc1ccc2cc(C(=O)N/N=C/c3sc4ccccc4c3O)ccc2c1	5	-31	20	1	-69	19	3	-32	-4
COC(=O)CCC(=O)N1CCCC(CO)(Cc2ccccc2C)C1 (stereo not given)	5	-24	·	-5	-6	10	3	1	-1
CCCCn1c(N)c(-c2nc3ccccc3s2)c2c([N+](=O)[O-])nn(C)c(=O)c21	-1	-9[20 µM]	-18	3	-11	14	6	-3	-20
CC(C)c1ccc(NC(=O)CCNS(=O)(=O)c2cccc3nonc23)cc1	2	-25[20 µM]	22	1	-8	1	3	-11	2
CCOC(=O)c1[nH]c2ccc(OC)cc2c1NC(C)=O	4	-24	19	-2	-9	18	5	-9	-9
CC(C)(C)NC(=O)NC(=O)CSc1nncs1	2	-20	8	5	-1	6	8	-2	1
CC(=O)O/N=C(\N)c1cnn2c(C(F)(F)F)cc(C(F)(F)F)nc12	3	-11	-17	-1	-18	16	-1	-8	-10
COc1ccc(NC(=O)c2cc(S(=O)(=O)N3CCS(=O)(=O)CC3)ccc2Cl)cc1	0	-7[20 µM]	8	1	-19	17	4	1	-3
C/C(=C\C(=O)OCC(=O)NCc1ccccc1)C(=O)OCC(=O)NCc1ccccc1	2	-7	18	-3	9	7	-1	5	-1
Cc1cccc2cc(C(c3nnnn3Cc3ccccc3)N3CCN(c4ccccc4)CC3)c(=O)[nH]c12 (stereo not given)	0	-12	22	4	-34	2	6	-2	-9
O=C(CCNS(=O)(=O)c1ccc(Br)s1)NCc1ccc2c(c1)OCO2	0	-6	6	-3	-3	13	-4	-2	-1
CC(=O)NC(O)C(=O)c1ccco1 (stereo not given)	3	-29	10	-3	6	11	2	-9	4
CCc1ccccc1OCc1nc2ccc(S(=O)(=O)N3CCOCC3)cc2[nH]1	-1	0[20 µM]	7	6	-9	7	9	-10	3
Cc1ccc(C(=O)Nc2nc(C)c(C)s2)o1	-10	-12[20 µM]	1	-1	-8	22	1	12	-29
Cc1cc([N+](=O)[O-])nn1CCCC(=O)Nc1c(C)n(C)n(-c2ccccc2)c1=O	-6	-3	-8	3	-3	7	7	-10	9
C=CCN(c1ccc(C(=O)N2CCCC2)cc1)S(C)(=O)=O	0	-2[20 µM]	2	-6	-9	7	2	4	-6
NCCc1ccc(O)c(O)c1	7	-11	24	3	-4	11&15&7&19	11	5	1
Cc1ccc(NC(=O)Nc2nnc(Cc3ccc([N+](=O)[O-])cc3)s2)cc1	6	-10	11	-4	-8	7	3	5	0
CC(C)(C)c1ccc(C(=O)N2CCNCC2)cc1	-2	-5[20 µM]	-9	-3	38*	6	0	-9	-4
CCOc1ccc2nc(SCC(=O)NC(=O)NCc3ccco3)sc2c1	-2	-4[20 µM]	-14	-1	-20	11	4	0	-3
O=c1[nH]c(/C(=N\O)c2ccccc2)no1	6	-9	41	0	-13	10	9	0	-6
COC(=O)C1CCN(c2ccc(Cl)nn2)CC1	2	-8	8	1	7	3	5	-5	6
Cc1cc(C)nc(SCc2cc(=O)c(OC(=O)c3cc([N+](=O)[O-])ccc3Cl)co2)n1	2	-19	24	-1	3	11	4	-9	-7
COCCn1c(SCC(=O)Nc2cc(C(C)(C)C)nn2-c2ccccc2)nc2ccccc2c1=O	4	-4	22	0	-1	5	-1	-3	35
C[N+]1(CC(=O)OCCCc2ccccc2)CCCC1	-4	-2	5	4	-5	1	6	-9	6
O=S(=O)(c1ccc(F)cc1F)N1CCCN(c2ccc(C(F)(F)F)cn2)CC1	-2	-9	-16	-3	-7	6	-4	-10	1
CCOC(=O)COc1cccc2c(=O)n(CC(=O)NCc3ccccc3)ccc12	3	-19	8	73*	-1	3	68*	1	-5
O=[N+]([O-])c1ccc2c(c1N1CCCCC1)=NC1(CCCCC1)[N+]=2[O-]	4	-3	10	-5	0	12	0	-5	-31
COc1cc(-c2ccc(NC(C)=O)c(OC)c2)ccc1NC(C)=O	-4	-7	-12	3	-4	9	2	-8	7
COC(=O)c1ccc2c(c1)NC(=O)C(N1CCCC1)S2 (stereo not given)	-2	-31	-9	3	-19	9	3	-6	1

Next section.
structure	p97 inhibitor	Furin inh	PPC-1+TRAIL kill	Ba/F3 V617F tox	p47phox inh	PGE2 EP2 inh	BaF3 parental	RBBP9 inh	Tb hexokinase
CN1CCN(C(=O)C2=C[C@@H](C3CCCCC3)C[C@@H](OCCCCO)O2)CC1	-1	-17	6	2	·	18	-1	-6	-3
N=C(SC1CC(=O)N(c2ccc(F)cc2)C1=O)N1N=C(c2ccccc2)CC1c1ccccc1 (stereo not given)	2	-21	9	-2	-2	13	1	4	-4
CN(C)C(CNC(=O)Cc1ccc([N+](=O)[O-])cc1)c1ccccc1 (stereo not given)	3	-30	6	0	-9	9	8	4	-6
COc1cc(C(=O)NCCc2ccc(F)cc2)c([N+](=O)[O-])cc1OC	2	-22	16	-4	-5	10	8	-10	1
O=C(Cc1c[nH]c2ccccc12)NC1(C(=O)NC2CCCC2)CCCCC1	1	-11	6	-1	-1	2	-3	4	-2
Cc1ccc(-n2ncc3c(NCc4ccco4)ncnc32)c(C)c1	0	-17	-3	-2	-16	5	4	-1	3
CCn1cc(CNC(=O)/C=C/c2cnn(C)c2)c(C)n1	-3	-15	13	3	-4	11	4	-3	0
CCN(CC)c1ccc(NC(=O)c2ccccc2F)cc1S(=O)(=O)Nc1ccccc1OC	1	-21	14	-3	-25	6	0	-10	8
Cc1cc(OCC(=O)NC(C)C)ccc1Cl	1	-14	5	-3	4	0	-1	3	2
O=C(NCCc1ccc(Cl)cc1)c1ccc(CNc2c(N3CCOCC3)c(=O)c2=O)cc1	4	-10	18	-2	-4	9	1	-11	-7
COc1ccccc1CN1C[C@@H]2C[C@@H](c3ccc(Cl)cc3)N3CCC[C@@]23C1=O	-6	-14	24	-2	-16	13	2	-10	-9
O=C(Nc1ccccc1Oc1ccccc1)c1cc([N+](=O)[O-])ccc1Cl	0	-4	15	-4	-3	4	0	-10	3
O=C(COC(=O)C1CC2C=CC1C2)NCc1ccco1 (stereo not given)	4	-13	1	-1	-4	2	1	-9	17
